# Screening results: PubChem, several laboratories
# TROY signal inh: blocks TROY-dependent signaling in reporter cells. Q293 LMP1-TROYcd NF-kB luciferase reporter, 4 h. 360,000 compounds, 0.98% hits. inhibition, % at 10 µM;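 active = compounds whose plate-normalised and pattern-corrected inhibition of the luciferase reporter signal at the single screening dose is 50% or more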
# CF NFkB inh: blocks PAF-induced NF-kB reporter in cystic fibrosis cells; KKLEB NF-kB-GFP reporter, GFP fluorescence overnight; 360,000 compounds, 0.86% hits; inhibition, % at 5 µM;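 active = at least 50% inhibition at 5 µM, scaled per plate between neutral and stimulator controls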;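 note: PAF is a Pseudomonas aeruginosa culture filtrate used as stimulus; plate controls were PAF-stimulated DMSO wells for no effect and unstimulated DMSO wells for full effect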
# NR5A2 inv ag: suppresses constitutive activity of human LRH-1. O00482. HEK293T StAR-luciferase reporter, LRH-1 transfected, 24 h. inhibition, % at 3.6 µM. 360,000 compounds, 0.13% hits;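 active = inhibition above the mean inhibition of all tested compounds plus 3 SD, cut at about 73% in these data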;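 note: 0% = DMSO wells and 100% = reporter-only cells lacking LRH-1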
# Target sequence (O00482 whole entry, looked up): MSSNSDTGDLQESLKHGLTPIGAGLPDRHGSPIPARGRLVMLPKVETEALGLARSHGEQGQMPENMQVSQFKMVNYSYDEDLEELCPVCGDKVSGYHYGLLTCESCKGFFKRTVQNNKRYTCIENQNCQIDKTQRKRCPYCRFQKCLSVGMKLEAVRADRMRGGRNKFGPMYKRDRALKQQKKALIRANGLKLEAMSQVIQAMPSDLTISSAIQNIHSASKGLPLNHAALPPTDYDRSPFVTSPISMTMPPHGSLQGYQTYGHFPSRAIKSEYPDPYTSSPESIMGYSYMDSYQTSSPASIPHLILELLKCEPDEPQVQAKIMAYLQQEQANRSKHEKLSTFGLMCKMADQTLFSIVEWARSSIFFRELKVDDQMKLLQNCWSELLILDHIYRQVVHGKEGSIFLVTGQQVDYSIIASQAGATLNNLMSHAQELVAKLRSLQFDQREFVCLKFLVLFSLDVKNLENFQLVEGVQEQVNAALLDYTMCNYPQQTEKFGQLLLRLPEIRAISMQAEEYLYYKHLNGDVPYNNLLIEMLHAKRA
# EBV LMP1 NFkB: reduces LMP1-driven NF-kappaB luciferase signal. inhibition, % at 12.5 µM. 350,000 compounds, 0.69% hits. LMP1-induced NF-kappaB luciferase reporter cells, luminescence; in the data active = inhibition above about 41%;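 note: 0% = neutral control wells and 100% = reference inhibitor control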
# SRC1 inh: inhibitors of human steroid receptor coactivator 1 (SRC1); inhibition, % at 3.6 µM; 360,000 compounds, 0.12% hits; AID 588354; HEK293 GAL4-SRC1 luciferase reporter, luminescence; Q15788;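 active = inhibition above the campaign mean plus 3 SD, with each screening campaign given its own cutoff, cut at about 60% in these data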;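 note: 0% = DMSO treated cells and 100% = gossypol at 36 µM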
# KKLEB cytotox: reduces viability of KKLEB cystic fibrosis airway cells | KKLEB CF airway cells viability, ATPlite luminescence, overnight; stronger effect = lower value; cells stimulated with P. aeruginosa culture filtrate | activity change (cytotoxicity), % at 5 µM | 360,000 compounds, 0.36% hits | AID 602141;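 active = corrected activity change at or below -50% at 5 µM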
# Shn3 3UTR inh: inhibitors of Schnurri-3 3'UTR reporter in osteoblasts | Clone20 osteoblast Shn3 3'UTR firefly luciferase, 24 h | inhibition, % at 12.5 µM | 360,000 compounds, 0.52% hits | AID 588674;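 active = mean inhibition of at least 75% with every replicate also reaching 75%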;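 note: 0% = median of neutral control wells and 100% = pilot-screen positive control compound; some compounds past the cut are filed as inactive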
# NCOA3 inh: human NCOA3 inhibition; Q9Y6Q9; AID 588352; inhibition, % at 3.6 µM; HEK293 GAL4-SRC3 luciferase reporter, luminescence; 360,000 compounds, 0.17% hits;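 active = inhibition above a per-campaign cutoff, the mean of all compounds plus 3 SD, cut at about 60% in these data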;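 note: 0% = DMSO-treated cells and 100% = gossypol-treated cells at 36 µM; higher means less SRC3-driven luciferase light from the GAL4 reporter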
# TWEAK Fn14 block: blocks TWEAK-Fn14 interaction in a reporter cell assay | TWEAK-stimulated Fn14 reporter cells, luciferase luminescence, 8 h | inhibition, % at 10 µM | 360,000 compounds, 2% hits; in the data active = inhibition above about 50%
# TRAIL sens C8: sensitizes caspase-8 expressing cells to TRAIL; 360,000 compounds, 1% hits; NB7+C8 cells + TRAIL, ATPlite viability luminescence; inhibition (viability loss, TRAIL sensitization), % at 10 µM;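 active = compounds causing at least 50% loss of cell viability in the single-dose screen, relative to plate controls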
# COUP-TFII inh: blocks human COUP-TFII nuclear receptor | P24468 | HEK293T NGFI-A luciferase reporter, luminescence | inhibition, % at 8.6 µM | 370,000 compounds, 0.7% hits;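 active = inhibition above a per-plate cutoff, mean inhibition of test wells between control levels plus 3 SD, cut at about 38% in these data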;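 note: cells cotransfected with COUP-TFII expression vector driving the NGFI-A reporter; 0% = median of COUP-TF2 test wells and 100% = reporter-only cells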
# Target sequence (P24468 whole entry, looked up): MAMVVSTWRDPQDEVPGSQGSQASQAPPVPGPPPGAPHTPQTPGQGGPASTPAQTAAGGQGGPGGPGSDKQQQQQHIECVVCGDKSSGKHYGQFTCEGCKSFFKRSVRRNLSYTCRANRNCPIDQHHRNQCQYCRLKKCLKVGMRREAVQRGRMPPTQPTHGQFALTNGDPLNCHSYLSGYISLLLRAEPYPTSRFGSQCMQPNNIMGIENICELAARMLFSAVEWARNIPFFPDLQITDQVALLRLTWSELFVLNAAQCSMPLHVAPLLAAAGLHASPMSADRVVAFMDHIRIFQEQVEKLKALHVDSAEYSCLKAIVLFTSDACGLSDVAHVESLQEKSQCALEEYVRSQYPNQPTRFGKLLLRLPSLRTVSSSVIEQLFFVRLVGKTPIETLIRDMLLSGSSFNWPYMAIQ
# Numbers without * were called inactive; / = not tested or not shown. The list is partial (hit frequency here may not be typical).
nr	mol	TROY signal inh	CF NFkB inh	NR5A2 inv ag	EBV LMP1 NFkB	SRC1 inh	KKLEB cytotox	Shn3 3UTR inh	NCOA3 inh	TWEAK Fn14 block	TRAIL sens C8	COUP-TFII inh
1	COc1ccc(CNC(=O)[C@@H](NC(=O)C2CCN(C(=O)[C@@H]3CCCN3C(=O)OC(C)(C)C)CC2)C(C)C)cc1	-2	4	-11	-8	3	-3	-1	-4	-14	-15	-6
2	O=C(CSc1nccc(=O)[nH]1)Nc1ccc(N2CCOCC2)c(Cl)c1	10	1	8	-4	15	-2	7	14	46	11	-1
3	CSc1ccc(CNCc2ccco2)cc1	-16	-9	5	0	-28	-4	4	-19	-28	-12	0
4	CCc1ccccc1N(CC(=O)NCc1ccco1)C(=O)CCC(=O)Nc1nccs1	-2	10	-5	6	-20	5	3	12	2	-3	21
5	COc1ccc2c(ccc[n+]2[O-])c1	-24	11	3	8	-11	3	78	-25	-11	-3	-4
6	CCOC(=O)c1oc2c(c1C)C(=O)CCC2	2	-4	-8	-4	-23	9	-28	2	-23	19	-4
7	COc1ccc(C(=O)O/N=C(\N)c2ccc(Br)cc2)cc1	-30	-11	-22	-39	-15	-3	-83	-38	-11	70*	-9
8	CCOc1ccccc1CN1CCN(Cc2cc(=O)c3ccccc3[nH]2)CC1CCO (stereo not drawn)	-9	-11	5	-17	12	9	7	-8	-7	5	-3
9	CC(C)N(C(=O)CSc1nc2ccccc2c(=O)[nH]1)C(C)C	3	-1	15	-3	-2	-10	0	6	2	12	-14
10	Cc1ccccc1S(=O)(=O)N1[C@@H](c2cccc(Cl)c2)C(C(=O)O)=CC[C@H]1c1ccc(Cl)cc1	19	31	-28	1	2	25	-7	-7	-15	15	-1
11	Cc1cccc(-n2c3nc(=O)[nH]c(=O)c-3cc3c(C)nn(-c4ccccc4)c32)c1C	-13	-5	5	-8	-7	11	7	11	-5	-18	-6
12	CCN(CC)C(=O)C(Sc1ccccc1)c1ccccc1 (stereo not drawn)	14	-8	-4	3	-22	2	1	15	-9	-4	10

# 8 entries from above in a different format.
# Every second line gives: TROY signal inh, CF NFkB inh, NR5A2 inv ag, EBV LMP1 NFkB, SRC1 inh, KKLEB cytotox, Shn3 3UTR inh, NCOA3 inh, TWEAK Fn14 block, TRAIL sens C8, COUP-TFII inh
(5) COc1ccc2c(ccc[n+]2[O-])c1
 : -24, 11, 3, 8, -11, 3, 78, -25, -11, -3, -4
(6) CCOC(=O)c1oc2c(c1C)C(=O)CCC2
 : 2, -4, -8, -4, -23, 9, -28, 2, -23, 19, -4
(7) COc1ccc(C(=O)O/N=C(\N)c2ccc(Br)cc2)cc1
 : -30, -11, -22, -39, -15, -3, -83, -38, -11, 70*, -9
(8) CCOc1ccccc1CN1CCN(Cc2cc(=O)c3ccccc3[nH]2)CC1CCO (stereo not drawn)
 : -9, -11, 5, -17, 12, 9, 7, -8, -7, 5, -3
(9) CC(C)N(C(=O)CSc1nc2ccccc2c(=O)[nH]1)C(C)C
 : 3, -1, 15, -3, -2, -10, 0, 6, 2, 12, -14
(10) Cc1ccccc1S(=O)(=O)N1[C@@H](c2cccc(Cl)c2)C(C(=O)O)=CC[C@H]1c1ccc(Cl)cc1
 : 19, 31, -28, 1, 2, 25, -7, -7, -15, 15, -1
(11) Cc1cccc(-n2c3nc(=O)[nH]c(=O)c-3cc3c(C)nn(-c4ccccc4)c32)c1C
 : -13, -5, 5, -8, -7, 11, 7, 11, -5, -18, -6
(12) CCN(CC)C(=O)C(Sc1ccccc1)c1ccccc1 (stereo not drawn)
 : 14, -8, -4, 3, -22, 2, 1, 15, -9, -4, 10

# (list continues)
nr	mol	TROY signal inh	CF NFkB inh	NR5A2 inv ag	EBV LMP1 NFkB	SRC1 inh	KKLEB cytotox	Shn3 3UTR inh	NCOA3 inh	TWEAK Fn14 block	TRAIL sens C8	COUP-TFII inh
13	Cc1onc(-c2c(Cl)cccc2Cl)c1C(=O)NCC1CCCO1 (stereo not drawn)	-50	2	-30	-5	2	8	3	-11	-7	9	13
14	COc1ccc(-n2c(=O)cc(N3CCCCCC3)[nH]c2=O)cc1	21	-3	28	-5	-6	10	4	8	-2	5	-6
15	Cc1cccc(N2CCN(C(=O)c3cccc(N4C(=O)C5CC=CC(C)C5C4=O)c3)CC2)c1C (stereo not drawn)	6	-7	9	17	-6	11	9	-8	16	4	4
16	CN1CCN(C(=O)CN(C)S(=O)(=O)c2cc(Cl)ccc2Cl)CC1	12	6	17	-9	11	4	15	17	2	-1	-7
17	COC(=O)c1cc2n(n1)CCN(Cc1ccc(C)cc1)C2=O	2	1	5	6	-1	-16	-6	-3	2	20	9
18	COc1ccccc1NC(=O)CN1C(=O)NC(C)(C)C1=O	8	15	4	-1	7	0	3	10	5	-1	0
19	C=CCC1(O)CC(c2ccco2)NC(c2ccco2)C1CCC (stereo not drawn)	-3	-10	0	-2	-19	-20	15	4	8	-2	-1
20	N#CC1=C(N)OC2=C(C(=O)CCC2)[C@]12C(=O)N(CC(N)=O)c1ccccc12	7	10	-3	-4	-19	0	-6	-33	-14	-4	1
21	CCCCNc1c(-c2ccc(Sc3ccc(OC)cc3)cc2)nc2cc(C)ccn12	5	34	0	3	-23	3	39	-2	23	27	-13
22	CCCCc1c(C)nc2ccc(C)cc2c1SCCC(=O)O	19	-29	4	10	5	0	-12	-17	-2	4	24
23	Cc1cccc(C(=O)NCc2ccc(S(N)(=O)=O)cc2)c1[N+](=O)[O-]	-1	-2	18	8	-2	7	-7	13	-13	-3	-8
24	Cc1cc(C)c(NC(=O)CSc2nc3c(c(=O)n2C)SC(C)C3)c(C)c1 (stereo not drawn)	8	-15	1	12	5	-10	51	-2	19	18	3

# Additional results follow.
nr	mol	TROY signal inh	CF NFkB inh	NR5A2 inv ag	EBV LMP1 NFkB	SRC1 inh	KKLEB cytotox	Shn3 3UTR inh	NCOA3 inh	TWEAK Fn14 block	TRAIL sens C8	COUP-TFII inh
25	CCCCC(=O)Nc1ccc2c(c1)nc(CCNC(=O)c1ccco1)n2C	-30	6	2	0	-15	-2	-47	0	-7	-4	-10
26	CCOC(=O)Cn1nc2sc3ccccc3n2c(=O)c1=O	-3	-8	11	-18	-8	12	-82	22	2	1	-8
27	CCOC(=O)C1=C(CSc2nccn2C)NC(=O)NC1c1cc(C)ccc1C (stereo not drawn)	7	-2	5	-1	1	1	-10	3	7	17	-7
28	CC(=O)NN1C(=O)c2ccccc2NC1c1ccoc1 (stereo not drawn)	-2	7	7	0	9	6	-10	11	6	3	24
29	CCc1cccc(NC(=O)CCS(=O)(=O)c2ccc3c(c2)NC(=O)CO3)c1	11	-6	-21	1	-4	-3	4	7	4	-10	-2
30	COc1ccccc1N1CCN(S(=O)(=O)c2cc3[nH]c(=O)c(=O)[nH]c3cc2C)CC1	1	-8	14	5	-5	2	-31	-5	18	-11	1
31	CCOc1cccc(/C(O)=C2/C(=O)C(=O)N(CCOC)C2c2ccc(C)o2)c1 (stereo not drawn)	6	8	-15	-3	-2	0	7	16	-3	6	6
32	Cc1cccc(NC(=O)CN(c2ccc(C(C)C)cc2)S(=O)(=O)c2c(C)nn(C)c2C)n1	-9	5	10	-5	6	9	-4	-8	16	7	22
33	Cc1ccc(NC(=O)COC(=O)c2ccc(CN3CCCC3=O)cc2)cc1C	0	16	13	-4	-61	0	2	19	5	22	4
34	COc1ccc(C(=O)Nc2cccc(/C=C/c3nc4ccccc4c(=O)[nH]3)c2)cc1	27	48	-58	-6	-31	-29	-59	-18	57*	76*	-3
35	O=C(c1cccc(S(=O)(=O)N2CCCCC2)c1)N1CCN(Cc2ccccc2)CC1	13	17	-26	0	-2	8	8	-1	2	5	20
36	CCCCCCn1c(=O)n2n(c1=O)C[C@]1(OC(=O)Nc3cccs3)CN(S(=O)(=O)c3ccc(C)cc3)C[C@]1(O)C2	22	-3	18	-5	-1	17	58	-12	21	4	3

# Additional structures:
nr	mol	TROY signal inh	CF NFkB inh	NR5A2 inv ag	EBV LMP1 NFkB	SRC1 inh	KKLEB cytotox	Shn3 3UTR inh	NCOA3 inh	TWEAK Fn14 block	TRAIL sens C8	COUP-TFII inh
37	O=C(COC(=O)c1c[nH]c2ccccc12)Nc1ccc(F)cc1	-8	7	-7	-13	-4	13	-10	-5	2	5	-1
38	Cc1ccc(NC(=O)CSc2cccc3cccnc23)c(C)c1	0	5	-9	-4	-3	6	13	1	-19	12	13
39	O=C(CNS(=O)(=O)c1ccc(F)cc1)Nc1ccccc1	-12	2	7	-4	-4	2	4	-3	2	-4	4
40	CCN(CC(=O)Nc1ccc2c(c1)OCCO2)S(=O)(=O)c1ccccc1	-11	-9	0	4	13	3	-14	-10	17	-2	-1
41	O=C(O)c1ccc(N/N=C/c2cc3ccccc3nc2Cl)cc1	-59	18	-106	-11	-99	-9	-48	-89	-8	15	-31
42	Cc1onc(-c2ccccc2)c1C(=O)OCC(=O)Nc1cc(S(=O)(=O)N2CCOCC2)ccc1Cl	5	13	-6	-8	5	5	40	5	10	15	-6
43	Cc1ccsc1/C=C1/NC(=O)N(Cc2ccc(F)cc2)C1=O	-29	-2	-18	-35	-26	-8	-21	-2	31	0	8
44	O=C(COc1ccc(Br)cc1)NN1C(=O)c2ccccc2C1=O	15	11	3	/	-16	-4	/	16	-6	0	1
45	CN(C)c1ccc(C=Nc2ccccc2)cc1	6	-8	3	-1	-13	4	-46	10	-8	-10	3
46	CC(C)Oc1ccc(CCc2n[nH]c(=S)n2-c2ccccc2)cc1	9	6	-1	-6	12	8	15	10	-2	-7	13
47	COc1ccc(OC)c(NC(=O)C2CCCN2C(=O)C2CCC(C)CC2)c1 (stereo not drawn)	2	19	8	-2	6	-9	3	-5	3	-1	19
48	Cc1cccc(NC(=O)CSc2nnc(-c3ccccc3)n2N)c1C	-6	-4	-1	0	-1	7	-25	-5	-3	-15	4

# (listing goes on)
nr	mol	TROY signal inh	CF NFkB inh	NR5A2 inv ag	EBV LMP1 NFkB	SRC1 inh	KKLEB cytotox	Shn3 3UTR inh	NCOA3 inh	TWEAK Fn14 block	TRAIL sens C8	COUP-TFII inh
49	COC(=O)CC1C(=O)NCCN1C(=O)c1sc2ccccc2c1Cl (stereo not drawn)	9	-12	9	4	2	0	-3	19	-10	11	10
50	Cc1ccccc1NC(=O)CSc1ccsc1[N+](=O)[O-]	14	-11	9	10	4	7	4	7	-3	9	-15
51	COc1ccc(CCn2c(=N)c(S(=O)(=O)c3ccc(Cl)cc3)cc3c(=O)n4ccccc4nc32)cc1	0	-38	9	4	-14	-46	-22	12	-23	-3	-4
52	Cc1nn(C)c(C)c1NC(=O)Nc1cccc(C(F)(F)F)c1	/	-7	-19	-1	3	12	-8	8	21	2	2
53	CN(CC(=O)Nc1ccc(F)cc1)CC(=O)N1CCCC1	6	-7	3	1	0	-8	-2	16	-13	0	9
54	Cc1cc(-c2ccc(Br)cc2)n[nH]1	-28	-11	-23	-14	-11	6	-12	-30	-25	17	-19
